Source: PubChem (several laboratories)
Mtb FBA inh: inhibitors of M. tuberculosis fructose-bisphosphate aldolase. purified M. tuberculosis FBA, fluorescence read-out. inhibition, % at 1 µM. actives 2.3% (n = 360,000); in the data active = inhibition above about 27%;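 note: 0% = vehicle and 100% = reference inhibitor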
Mtb BioA inh: BioA (M. tuberculosis) enzyme inhibition. purified M. tuberculosis BioA enzyme, plate reader. inhibition, % at 9.99 µM. actives 0.096% (n = 360,000). AID 602481; in the data active = inhibition above about 40%; inconclusive = no clear call, values can overlap the other calls
FadD28 binding: blocks FadD28 binding to the bisubstrate probe | fluorescence polarization | inhibition, % at 12.5 µM | actives 0.22% (n = 360,000) | AID 588549; in the data active = inhibition above about 8.5%, passing the limit was not always enough; inconclusive = no clear call, values can overlap the other calls
GDH-TPI counter: GDH-TPI coupled enzyme inhibition counter-screen. GDH-TPI coupled enzyme counterscreen, NADH absorbance. actives 1.2% (n = 360,000). inhibition, % at 4.8 µM. AID 588335; in the data active = inhibition above about 30%;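 note: 0% = DMSO wells and 100% = wells lacking the enzyme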
Anthrax LF inh2: inhibitors of Bacillus anthracis lethal factor protease. P15917. multiplex microsphere protease cleavage assay, LF. inhibition, % at 10 µM. actives 0.12% (n = 360,000). AID 588501; note: plate controls were buffer without enzyme for full effect and enzyme alone for no effect
Target sequence (P15917 whole entry, looked up): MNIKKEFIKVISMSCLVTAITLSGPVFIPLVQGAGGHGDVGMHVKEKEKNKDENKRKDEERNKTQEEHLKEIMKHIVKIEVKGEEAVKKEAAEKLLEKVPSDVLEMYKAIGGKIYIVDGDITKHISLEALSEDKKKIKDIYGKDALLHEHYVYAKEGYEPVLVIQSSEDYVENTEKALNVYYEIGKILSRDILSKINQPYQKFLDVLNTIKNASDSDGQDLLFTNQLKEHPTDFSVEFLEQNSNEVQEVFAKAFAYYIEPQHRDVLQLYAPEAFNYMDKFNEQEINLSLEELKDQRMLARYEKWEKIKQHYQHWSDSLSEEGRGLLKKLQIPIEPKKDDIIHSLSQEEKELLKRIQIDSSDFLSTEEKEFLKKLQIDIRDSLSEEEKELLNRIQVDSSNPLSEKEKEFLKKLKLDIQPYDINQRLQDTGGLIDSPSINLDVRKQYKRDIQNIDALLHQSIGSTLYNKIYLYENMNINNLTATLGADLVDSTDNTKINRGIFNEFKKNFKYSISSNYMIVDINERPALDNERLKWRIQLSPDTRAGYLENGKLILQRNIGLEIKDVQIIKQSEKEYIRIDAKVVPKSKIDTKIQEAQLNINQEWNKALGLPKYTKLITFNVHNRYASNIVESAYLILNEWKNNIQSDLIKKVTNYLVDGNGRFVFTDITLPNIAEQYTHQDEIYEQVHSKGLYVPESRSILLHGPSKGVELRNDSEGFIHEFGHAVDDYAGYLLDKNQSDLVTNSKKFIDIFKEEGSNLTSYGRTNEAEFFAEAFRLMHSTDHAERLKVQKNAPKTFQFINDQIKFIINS
Mtb UGM inh: blocks M. tuberculosis UGM enzyme | purified UGM, fluorescence polarization probe displacement | P9WIQ1 | AID 504406 | actives 0.06% (n = 320,000) | inhibition, % at 10 µM; in the data active = inhibition above about 10%, passing the limit was not always enough; inconclusive = no clear call, values can overlap the other calls
PfHsp40 rescue: rescue of PfHsp40-mediated yeast toxicity; S. cerevisiae expressing PfHsp40, growth rescue, ATP luminescence; actives 0.68% (n = 340,000); growth rescue, % at 12.5 µM; in the data active = growth rescue above about 28%, passing the limit was not always enough; inconclusive = no clear call, values can overlap the other calls;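 note: yeast W303a lacking pdr1 and pdr3 grown in galactose medium; growth measured after three days at 30 °C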
BoNT-A LC inh2: inhibitors of Botulinum neurotoxin A light chain protease. multiplex microsphere protease substrate cleavage, flow cytometry. inhibition, % at 10 µM. actives 0.17% (n = 360,000); note: plate controls were buffer without enzyme for full effect and enzyme alone for no effect
BoNT F protease: BoNT F light chain protease inhibition. inhibition, % at 10 µM. Multiplex microsphere protease cleavage assay, flow cytometry. actives 0.22% (n = 360,000); in the data active = inhibition above about 35%, passing the limit was not always enough; inconclusive = no clear call, values can overlap the other calls; note: plate controls were buffer without enzyme for full effect and enzyme alone for no effect
* hit, by the source's call; ? = inconclusive; . = no result given; & = joins results of further samples. Cut-off read from the data, not from the text of the source, unless noted: active = inhibition above about 30%; inconclusive = no clear call, values can overlap the other calls; inactive = below that.

Value order – BoNT F protease	Anthrax LF inh2	FadD28 binding	Mtb BioA inh	PfHsp40 rescue	GDH-TPI counter	Mtb UGM inh	Mtb FBA inh	BoNT-A LC inh2
> CC(C)(CO)CNC(=O)CCc1nnc(C2(c3ccc(Cl)cc3)CCC2)o1
    6	2	-3.4	.	-0.3	9	-4.1	-4	0.9
> O=C(CSc1nnc(-c2ccccc2)o1)NC1CCS(=O)(=O)C1 (configuration not stated)
    1	-1	-0.7	.	-1.8	3	3.1	0	0.1
> Cc1c(O)ccc(C(=O)CN2CCN(c3ccc(F)cc3)CC2)c1O
    -2	-1	0.3	0.7	-1.2	28	-0.8	3	0.7
> Nn1cnnc1SCC(=O)N(C1CCCCC1)C1CCCCC1
    -4	-1	-4.8	.	-0.5	-1	3.6	-5	0.1
> CCOC(=O)Nc1nc(-c2ccccc2)c(C(=O)c2ccccc2)s1
    10	3	-0.7	0.6	-1.3	5	-2.8	0	0.7
> CN(CC(=O)N1CCN(Cc2ccccc2)CC1)S(=O)(=O)c1ccc(F)cc1
    -6	-1	-1.1	-4.9	-0.7	3	-0.4	0	4.0
> COc1cccc(C2c3c(oc4ccccc4c3=O)C(=O)N2Cc2ccco2)c1 (configuration not stated)
    1	6	1.8	.	-0.1	-5	0.2	-1	1.5
> CCn1c(C)nc2cc(S(=O)(=O)Nc3ccc(C)cc3)ccc21
    4	-4	-0.7	2.9	0.8	4	-2.5	-1	-0.7
> Cc1cccc(C(=O)OCC(=O)Nc2c(C)n(C)n(-c3ccccc3)c2=O)c1O
    -7	4	-3.2	-1.1	-0.7	-15	0.2	0	0.2
> CCCCNC(=O)CSc1nnc(-c2cccc(S(=O)(=O)N3CCOCC3)c2)o1
    0	8	-0.8	-1.9	-0.7	7	.	1	-0.3
> CC(C)CN(C(=O)C1CCCC1)C1CCS(=O)(=O)C1 (configuration not stated)
    -3	1	-1.3	.	0.7	6	.	4	-0.2
> O=C(NC1CCOCC1)C1CCC(=O)N(Cc2cccc(C(F)(F)F)c2)C1 (configuration not stated)
    -10	-1	-0.5	.	-1.8	6	0.1	3	-1.5
> CCOc1ccc(C(F)(F)F)cc1NC(C)=O
    4	1	-3.5	-0.7	-0.1	-1	1.6	2	0.4
> CC1(C)COC(c2ccccc2Cl)OC1
    1	0	-4.7	0.3	-1.4	-1	.	-1	0.5
> CSc1nc2ccc(NS(=O)(=O)c3ccc(CNC(C)=O)cc3)cc2s1
    -14	0	-2.9	0.4	0.1	10	0.8	-2	-1.3
> Cc1ccc(-n2c(C)cc(C(=O)CSc3nnnn3C)c2C)cc1
    -4	-4	-0.2	9.8	0.6	7	-1.6	-6	-2.1
> Cc1nnc2c3ccccc3c(-c3ccc(O)cc3)nn12
    5	-1	0.9	.	-0.9	16	2.2	2	-0.8
> Cc1cccc(C2=N/C(=C\c3cccs3)C(=O)O2)c1
    0	6	3.1	.	-0.7	6	1.1	4	0.7
> O=C(NNC(=O)c1csc(-c2ccccc2)n1)c1ccccc1
    1	-2	-1.3	0.5&0.8	.	6	.	-1	-0.6
> CS(=O)(=O)c1ccc(C(=O)Nc2ccc(N3CCCC3)cc2)c(Cl)c1
    -2	-4	-0.7	-1.7	-0.4	-3	-3.7	-2	-0.4
> CCOc1ccccc1OCC(=O)OCC(=O)NNC(=O)c1ccc([N+](=O)[O-])cc1
    3	1	-1.0	-1.1	-1.0	8	1.2	1	-1.3
> Cc1ccc(NC(=O)CSc2nc3c(c(=O)n(C)c(=O)n3C)n2C)cc1
    -4	-3	.	-0.7	-0.5	4	-1.8	2	0.9
> Cc1ccc(C(=O)n2cc(CCN3CCS(=O)(=O)CC3)c3ccccc32)cc1
    1	-3	-0.5	-0.6	1.3	11	0.2	-1	0.5
> O=C(C[n+]1ccccc1)N/N=C/c1ccc(Cl)c(Cl)c1
    ?	-12	-3.1	0.5	0.4	-3	-0.5	-1	-4.7
> Cc1cc2oc(=O)cc(C)c2c(=O)o1
    -6	1	-0.6	-3.7	-0.1	16	-1.5	1	0.1
> N#Cc1ccc(OCC(=O)NCCCn2ccnc2)cc1
    -7	-1	-2.7	-1.3	0.2	4	-0.3	3	-0.6
> O=C(Nc1ccc(Cl)cn1)c1cccc(OCc2ccccc2)c1
    -22	-1	-3.3	-0.4	5.1	-6	-2.2	1	-2.9
> Cc1ccccc1OCc1n[nH]c(=S)n1-c1ccccc1
    -4	7	-1.6	1.4	-1.2	5	-1.9	3	-0.2
> CC1CCCN(C(=O)C2CCN(CC3CC=CCC3)CC2)C1 (configuration not stated)
    -5	0	-0.2	-1.8	0.6	8	2.0	2	-0.7
> COc1cccc(N2CCC(N3CCN(C)C(CCO)C3)CC2)c1 (configuration not stated)
    ?	5	-0.4	-3.9	-2.0	7	1.6	0	-1.5
> COC(=O)c1ccc(NC(=O)CN2C(=O)CC(C)S(=O)(=O)c3ccccc32)cc1 (configuration not stated)
    3	1	0.2	0.3	0.4	-15	-6.0	-2	1.6
> O=C(Nc1ccccc1)c1cc(Cl)nc2ccccc12
    0	0	-5.6	.	-0.9	0	1.0	-2	-0.1
> Cc1ccc2c(NC(=O)c3ccc(Br)o3)cccc2n1
    -6	-3	-16	2.6	-0.3	7	0.6	-2	-1.5
> CN1CCN(S(=O)(=O)c2ccc(Cl)c(C(F)(F)F)c2)CC1
    4	4	-3.2	.	0.6	9	.	0	0.1
> CNC(=O)NC(=O)COC(=O)CCc1nc(=O)c2ccccc2n1C
    -6	-1	-1.1	-0.7	1.9	-2	-0.1	1	-0.4
> Cc1ccc(Cl)cc1N1CCN(Cc2nc3c(c(=O)[nH]c(=O)n3C)n2CCc2ccccc2)CC1
    10	1	3.0	1.8	-0.9	3	-3.7	2	0.0
> O=C(Cc1ccc(F)cc1)Nc1nc(-c2ccc(F)c(F)c2)cs1
    -11	4	-4.6	4.8	-0.2	7	0.6	2	-4.5
> O=C(NCc1cccs1)C1CCCCC1
    14	?	-3.0	-2.4	-0.7	16	-1.6	-2	-3.6
> COC(=O)C1CN(S(=O)(=O)c2cc(OC)ccc2OC)CCS1 (configuration not stated)
    -14	-1	-1.4	-0.4	1.6	-7	-3.0	3	-0.3
> Cc1ccc(S(=O)(=O)CCC(=O)OCC(=O)N2c3ccccc3CC2C)cc1 (configuration not stated)
    -3	-6	-1.3	.	-0.4	-2	-0.2	-1	-1.6
> COCCCNC(=S)N1CCN(C(=O)C(=O)Nc2ccc(C(=O)OC)cc2)CC1
    -2	1	-3.5	1.5	0.3	-5	-1.1	-2	-0.5
> O=C(C1CCCN(Cc2ccccc2F)C1)N1CCCCC1 (configuration not stated)
    -11	-4	2.5	-2.1	0.2	1	4.0	5	0.3
> N#C/C(=C\Nc1ccc2cn[nH]c2c1)c1nc(-c2ccccc2)cs1
    1	-1	-3.0	-2.3	-0.4	-3	.	1	0.2
> CCOc1ccccc1NC(=O)C1CCN(S(C)(=O)=O)CC1
    ?	16	-2.0	-1.2	-1.2	9	-0.6	0	4.8
> C=CCSc1ccsc1C(=O)O
    -2	7	-1.0	0.2	-0.6	-2	1.3	2	0.7
> CCN(C[C@H]1N[C@@](C)(C(=O)OC)[C@H]2C(=O)N(Cc3ccccc3)C(=O)[C@@H]12)C(=O)Nc1ccccc1
    -12	2	0.7	-1.5	0.8	14	.	3	-0.5
> COc1ccc(CNC(=O)Nc2ccccc2)cc1
    -6	-1	-2.3	3.1	-0.1	9	-1.9	1	-0.7
> Cc1ccc(NC(=O)CSc2nnc(Cc3cccn3C)n2-c2ccc(F)cc2)c(C)c1
    -8	-4	-3.0	-0.5	2.3	2	2.7	0	-0.1
> Cc1cccc(-n2nc(C)c3c(C(=O)O)cc(-c4cccs4)nc32)c1
    -5	-6	-10	.	6.7	18	4.3	62*	-0.8
> CCCN1CCC(=O)N([C@H](CSc2ccc(OC)cc2)c2ccccc2)CC1
    -1	-2	0.4	-0.2	0.9	1	1.1	2	0.7
> CCCCCC1C(=O)N2C=C(c3ccccc3)c3ccccc3N2C1=O (configuration not stated)
    -7	2	?	.	24	3	.	-2	-0.1
> Cc1ccc(-c2csc3ncnc(SCc4ccc(C(=O)O)cc4)c23)cc1
    -6	0	-20	.	0.3	7	-0.7	-1	-0.7
> Cc1cc(C)c(C(=O)/C=C/c2ccc3c(c2)OCO3)c(=O)[nH]1
    0	1	0.6	.	-0.2	24	-1.5	0	0.4
> O=C(CNC(=O)c1cccs1)OCC(=O)c1ccc(Cl)cc1
    -4	-2	1.0	-2.4	1.3	1	1.7	0	0.0
> CC1(C)CC(=O)C(C=NCCCn2ccnc2)=C(O)C1
    2	-1	-0.8	1.2	-1.3	14	0.5	1	1.2
> CC(C)CN(CC(C)C)C(=O)Cc1coc2ccc3ccccc3c12
    -18	2	-4.3	0.5	3.8	-2	2.2	5	-0.6
> COc1ccc(/C=C/C(=O)N/C(=C\c2ccco2)C(=O)NCCc2nc3ccccc3[nH]2)cc1
    -1	0	-1.9	7.3	1.9	34*	-1.6	-3	0.7
> O=C(COc1ccccc1)c1cn(Cc2ccccc2)c2ccccc12
    -2	2	-1.7	.	-0.9	11	0.6	1	0.7
> O=C(NCc1ccncc1)c1cc(-c2ccc(Cl)cc2)oc1C(F)(F)F
    .	.	-2.2	-1.7	3.0	3	-1.2	2	.
> COc1ccc(OC)c(CN2CCC(N3CCC(C(=O)NC4CC4)CC3)CC2)c1
    7	1	-0.5	-2.4	-0.9	6	0.7	4	-0.3

More results follow.
Value order – BoNT F protease	Anthrax LF inh2	FadD28 binding	Mtb BioA inh	PfHsp40 rescue	GDH-TPI counter	Mtb UGM inh	Mtb FBA inh	BoNT-A LC inh2
> COc1ccc(C(=O)O/N=C(\N)Cc2ccc([N+](=O)[O-])cc2)c(OC)c1
    4	-9	0.7	.	-0.4	6	0.6	-1	0.5
> COC(=O)C1=C(c2cccc(OC)c2OC)C[C@@H]2CC[C@H]1N2C(=O)NCc1ccc(C(F)(F)F)cc1
    -2	-12	-11	1.0	22	-3	3.1	-1	0.0
> CCOC(=O)N/N=C(\c1ccccc1)C(O)c1ccccc1 (configuration not stated)
    -1	-6	-1.7	.	-0.2	0	-3.2	0	-0.4
> Nc1ccc(C(=O)NC23CC4CC(CC(C4)C2)C3)cc1
    12	1	-1.2	0.6	-0.1	2	1.0	2	-1.6
> OC1CCN(C(c2ccc3ncccc3c2)c2nnnn2C2CCCCC2)CC1 (configuration not stated)
    2	0	-0.1	0.5	-0.4	-1	0.3	-3	0.2
> CCCCCCCNC(=O)C1(CC2CC(c3ccc(Cl)cc3)=NO2)CCNCC1 (configuration not stated)
    -14	-1	-8.2	1.3	-1.3	7	0.9	1	-0.2
> COc1ccc(NS(=O)(=O)c2cccs2)cc1S(=O)(=O)N1CCCCC1
    -5	5	-2.3	3.4	-1.8	-4	.	-1	4.0
> O=c1cnn(-c2ccc(Cl)cc2Cl)c(-c2ccccc2)c1
    -6	-1	-4.9	0.1	9.0	-1	0.2	0	0.1
> O=C(CNCc1ccccc1)Nc1cccc(Cl)c1Cl
    4	0	-2.7	-2.4	0.5	9	1.5	0	-2.5
> CCOc1cc(C(=O)N(C)CC(=O)Nc2cccc(F)c2)ccc1OCC(=O)N1CCOCC1
    6	4	-0.7	-1.7	0.3	-13	1.4	-1	3.8
> CCCCCN(C(=O)NC(=O)NC(C)CC)S(C)(=O)=O (configuration not stated)
    12	-2	0.6	-1.2	-0.3	11	-0.5	0	1.9
> O=P(Oc1ccccc1)(Oc1ccccc1)C(Nc1ccccc1)c1ccccc1 (configuration not stated)
    -15	2	1.1	.	-0.4	2	2.5	1	-1.0
> OCCN(Cc1ccccc1)Cc1cccc(F)c1
    0	1	-4.3	0.7	0.2	3	-0.7	0	-1.3

Rows are unselected; any-hit rate near 4.7%.
